KOR beta-arrestin-1 = kappa opioid receptor blockers – cell-based, luminescence, uHTS (AID 1778) | KOR beta-arrestin recruitment, luminescence, antagonist mode; higher % means a stronger effect | one-dose inhibition, % at 10 µM; IC50 in µM for titrated hits | actives 0.091% (n = 290,000); in the data active = inhibition above about 50%; also: strong numbers were not always called active
West Nile antiviral = inhibition of WNV-induced cytopathic effect – cell-based, CPE readout (AID 1621); CPE inhibition, % at 10 µM, or IC50 in µM where a hit was titrated; West Nile virus-infected cells, CPE inhibition; higher % means a stronger effect; actives 0.02% (n = 290,000); in the data active = a potency from the dose series; inconclusive = CPE inhibition mostly from about 3.7% at the one dose, without a potency; inactive = the rest, 99 in 100 with CPE inhibition below about 2.2%; also: strong numbers were not always called active
GPR55 activation = GPR55 agonists via beta-arrestin recruitment, primary screen, imaging, U2OS cells, beta-arrestin-GFP redistribution (AID 1961); U2OS GPR55 beta-arrestin-GFP redistribution imaging; higher % means a stronger effect; activation, % at 10 µM; hits with a dose series show EC50 in µM; actives 0.048% (n = 290,000);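 active = activation above 40% with more than 50 cells counted in the well; inconclusive = wells holding fewer than 50 cells, flagged as toxic or sparse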;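 also: U2OS osteosarcoma cells stably expressing GPR55 and beta-arrestin-GFP; plate controls were DMSO negative control for no effect and LPI positive control for full effect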
Dengue-2 NS5 capping = flavivirus cap methylation enzyme inhibition – biochemical, confirmation dose response, primary screen (AID 588689). Dengue-2 NS5 methyltransferase capping enzyme assay, biochemical; higher % means a stronger effect. actives 0.3% (n = 340,000). inhibition, % at 25 µM, or IC50 in µM where a hit was titrated; in the data active = a potency from the dose series; inconclusive = inhibition above about 29% without an active follow-up result
NOD1 NF-kB reporter = inhibition of NOD1-driven NF-kB reporter – cell-based, luminescence, uHTS, primary screen (AID 1578); NOD1-driven NF-kB luciferase reporter cells, luminescence; higher % means a stronger effect; actives 1% (n = 290,000); inhibition, % at 4 µM; hits with a dose series show EC50 in µM; in the data active = inhibition mostly above about 36%, no sharp cut-off; inactive = mostly below about 34%;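 also: HEK-293T reporter cells stimulated with the NOD1 agonist gamma-tri-DAP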
KOR beta-arrestin-2 = KOR agonists, beta-arrestin recruitment, primary screen, cell-based, luminescence, uHTS (AID 1777); KOR beta-arrestin recruitment, luminescence; higher % means a stronger effect; actives 0.02% (n = 280,000); one-dose activation, % at 10 µM; EC50 in µM for titrated hits; in the data active = activation above about 50%, passing the limit was not always enough; also: a part of the inactive calls stands beside numbers as strong as those of hits
HIV fusion peptide = cell-free HIV fusion peptide-binding blockers – biochemical, uHTS, fluorescence dequenching, primary screen (AID 1986); inhibition, % at 20 µM, or IC50 in µM where a hit was titrated; actives 0.3% (n = 290,000); cell-free peptide binding, fluorescence dequenching, 30 min; higher % means a stronger effect; in the data active = inhibition mostly above about 52%, no sharp cut-off; inactive = mostly below about 76%; also: some results filed as inactive read as strong as hits
GPR55 LPI antagonism = GPR55 antagonists blocking LPI-driven arrestin recruitment, primary screen, imaging, U2OS, beta-arrestin-GFP, LPI agonist (AID 2013). actives 0.13% (n = 290,000). U2OS GPR55 beta-arrestin-GFP translocation imaging, LPI antagonism; higher % means a stronger effect. one-dose inhibition, % at 10 µM; IC50 in µM for titrated hits;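 active = spots per cell inhibited over 60%, with over 100 cells counted and total cytoplasm intensity under 500,000; inconclusive = wells with under 100 cells, flagged as likely toxic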;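 also: U2OS cells stably carrying GPR55 and arrestin-GFP stimulated by 5 µM LPI near EC80; imaged beta-arrestin-GFP aggregate spots per cell after agonist stimulation; plate controls were LPI-stimulated DMSO wells for no effect and DMSO wells without LPI for full effect; some results filed as inactive read as strong as hits; confirmed hits need IC50 under 10 µM and bright autofluorescent wells are also inconclusive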
GPR35 antagonists = inhibition of zaprinast-stimulated GPR35 beta-arrestin translocation – imaging, U2OS, beta-arrestin-GFP, zaprinast agonist, primary screen (AID 2058). U2OS GPR35 beta-arrestin-GFP translocation imaging, zaprinast antagonism; higher % means a stronger effect. inhibition, % at 10 µM; hits with a dose series show IC50 in µM. actives 0.052% (n = 290,000);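 active = inhibition of at least 50% with at least 30 cells and total cytoplasm GFP at most 10,000,000; inconclusive = under 30 cells or total GFP of 10,000,000 plus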
Dengue-2 NS5 capping pilot replicate = further read-out of Dengue-2 NS5 capping, marked with its call; inhibition, %; measured here: pilot screen replicate inhibition
Starred values were filed as active, the others as inactive; ? = inconclusive; nt = no result given; [ ] = dose if it differs, or a comment.

SMILES	KOR beta-arrestin-1	West Nile antiviral	GPR55 activation	Dengue-2 NS5 capping	NOD1 NF-kB reporter	KOR beta-arrestin-2	HIV fusion peptide	GPR55 LPI antagonism	GPR35 antagonists	others
CCCCOc1ccc(CSC(CC(=O)O)C(=O)O)cc1 (stereo unspecified)	-4.9%	0.3%	-0.3%	1.7%	-43.4%	7.6%	6.0%	7.4%	-0.6%
COc1ccc(C2CCCN2C(=S)Nc2cccc(C)c2)cc1OC (stereo unspecified)	-3.1%	-0.7%	-0.4%	-1.1%	-36.9%	1.7%	-0.2%	4.9%	13.7%
O=C1CN(C(=O)NCC(=O)N[C@@H](Cc2ccccc2)C(=O)O)c2ccccc2N1	-13.5%[20 µM]	0.3%	0.4%	3.6%	-33.8%	-4.9%	0.1%	-3.8%	3.0%
CC(C)(C)c1ccc(OCc2ccc(C(=O)N/N=C3\CC4CC=CC34)cc2)cc1 (stereo unspecified)	-16.9%	-0.9%	0.1%	-0.7%	-41.8%	-4.0%	-2.3%	4.8%	4.5%
CCOC(=O)Cn1cnc(-c2ccc([N+](=O)[O-])cc2)c1	nt	-0.2%	0.1%	-8.3%	-53.1%	-0.6%	3.3%	4.6%	2.4%
CC(C)c1ccc(N(CC(=O)N2CCOCC2)S(C)(=O)=O)cc1	-17.8%[20 µM]	0.0%	-0.1%	1.6%	-44.7%	7.1%	1.4%	7.9%	16.2%
Cc1ccc(S(=O)(=O)N2CCCOC2CNC(=O)C(=O)NC2CCCC2)cc1 (stereo unspecified)	-1.2%	-0.2%	0.0%	-1.9%	-20.2%	2.6%	-1.0%	-4.2%	1.4%
CCN(CCCNC(=O)c1[nH]c(C)c(C(C)=O)c1C)c1ccccc1	31.0%	-1.1%	-0.1%	-5.6%	0.2%	-1.4%	-1.2%	1.1%	6.3%
CCC(=O)N1CCN(c2ccccc2NC(=O)c2ccc([N+](=O)[O-])o2)CC1	-11.4%	2.1%	-0.2%	-6.6%	-14.6%	-6.1%	0.1%	7.6%	-7.1%
CCN(CC)S(=O)(=O)c1cc(NC(=O)NCCCl)ccc1C	22.9%	-0.4%	-0.1%	-7.4%	2.7%	4.0%	-0.7%	-6.7%	12.4%
CC(C)CCNc1nc(-c2ccco2)c2c(c1C#N)CCCC2	-21.8%	1.4%	-0.1%	15.0%	9.2%	1.9%	1.2%	26.9%	-16.1%
Cc1cccc(Cc2cnc(NC(=O)C3=NCCN3)s2)c1	-8.5%	0.8%	-0.3%	-13.6%	-5.0%	-2.6%	-1.0%	20.3%	-1.7%
CC12CCC(C(=O)N(CCCCN3CCN(Cc4ccccc4)CC3)C1=O)C2(C)C (stereo unspecified)	29.2%	-0.2%	-0.1%	nt	0.7%	-3.1%	0.0%	20.0%	0.8%
Cc1c(C(=O)NCCSCc2ccccc2Cl)cccc1[N+](=O)[O-]	-1.0%	-0.9%	-0.3%	-8.1%	-11.1%	-5.1%	2.8%	17.8%	-1.3%
COC(=O)N/N=C/c1cc(N=Nc2ccccc2Cl)ccc1O	18.4%	-0.2%	0.0%	-20.4%	0.0%	0.8%	-7.6%	3.6%	-3.3%
CN1C(C(=O)NCc2ccco2)=CC(c2ccc(F)cc2)=NS1(=O)=O	-19.1%	-0.5%	0.4%	1.8%	5.0%	1.4%	2.4%	5.1%	0.3%
COc1ccc(NC(=O)C(Cc2ccccc2)n2cccc2)c(OC)c1 (stereo unspecified)	9.4%	0.1%	-0.3%	-1.6%	-8.5%	0.8%	0.0%	1.1%	-5.4%
CC1(C)Cc2ccccc2/C(=C/C(=O)N2CCCCCC2)N1	19.9%	-1.0%	-0.1%	0.0%	0.6%	-0.7%	5.8%	-3.3%	7.4%
CCOc1ccc2oc(C(=O)Nc3ccc(N4CCOCC4)cc3)c(C)c2c1	5.3%	0.3%	-0.2%	-3.7%	-9.9%	3.3%	-1.7%	16.0%	-5.8%
CCN(CC(=O)NC(C)(C)C)Cc1nc2c(Br)cc(Br)cc2c(=O)[nH]1	20.2%	-0.7%	-0.1%	-11.6%	-10.6%	-7.5%	0.9%	1.7%	-1.1%
O=C(O)CNC(=S)N(Cc1ccccc1Cl)C1CCCCC1	8.3%	-0.1%	-0.3%	-1.5%	-16.5%	0.9%	0.6%	3.9%	7.6%
Cc1cccc(C(=O)NC(=S)Nc2cccc3nc(C)ccc23)c1	16.7%	-0.5%	0.3%	-1.9%	-6.4%	-6.4%	1.6%	0.7%	-15.9%
COc1cccc(CNc2cc(CSc3ccc(Cl)cc3)nc(C)n2)c1	10.9%	-0.2%	-0.1%	-6.7%	15.9%	-7.5%	1.6%	25.5%	-1.5%
Cc1ccc(Cl)cc1NC(=O)c1ccccc1OCC(=O)Nc1ccc(Cl)cc1	4.0%	1.4%	-0.1%	-9.1%	-39.1%	10.0%	1.4%	3.2%	4.1%
COc1ccc(C(CNC(=O)c2cc(C)on2)N(C)C)cc1 (stereo unspecified)	-17.4%	-0.6%	0.3%	2.7%	-36.8%	1.0%	0.6%	10.7%	8.6%

Structures above that have an aryl methoxy group, in the order listed:
SMILES	KOR beta-arrestin-1	West Nile antiviral	GPR55 activation	Dengue-2 NS5 capping	NOD1 NF-kB reporter	KOR beta-arrestin-2	HIV fusion peptide	GPR55 LPI antagonism	GPR35 antagonists	others
COc1ccc(C2CCCN2C(=S)Nc2cccc(C)c2)cc1OC (stereo unspecified)	-3.1%	-0.7%	-0.4%	-1.1%	-36.9%	1.7%	-0.2%	4.9%	13.7%
COc1ccc(NC(=O)C(Cc2ccccc2)n2cccc2)c(OC)c1 (stereo unspecified)	9.4%	0.1%	-0.3%	-1.6%	-8.5%	0.8%	0.0%	1.1%	-5.4%
COc1cccc(CNc2cc(CSc3ccc(Cl)cc3)nc(C)n2)c1	10.9%	-0.2%	-0.1%	-6.7%	15.9%	-7.5%	1.6%	25.5%	-1.5%
COc1ccc(C(CNC(=O)c2cc(C)on2)N(C)C)cc1 (stereo unspecified)	-17.4%	-0.6%	0.3%	2.7%	-36.8%	1.0%	0.6%	10.7%	8.6%

The listing picks up; the two compounds before the break are reprinted first.
SMILES	KOR beta-arrestin-1	West Nile antiviral	GPR55 activation	Dengue-2 NS5 capping	NOD1 NF-kB reporter	KOR beta-arrestin-2	HIV fusion peptide	GPR55 LPI antagonism	GPR35 antagonists	others
Cc1ccc(Cl)cc1NC(=O)c1ccccc1OCC(=O)Nc1ccc(Cl)cc1	4.0%	1.4%	-0.1%	-9.1%	-39.1%	10.0%	1.4%	3.2%	4.1%
COc1ccc(C(CNC(=O)c2cc(C)on2)N(C)C)cc1 (stereo unspecified)	-17.4%	-0.6%	0.3%	2.7%	-36.8%	1.0%	0.6%	10.7%	8.6%
CC(=O)c1cc(OC(=O)N2CCOCC2)ccc1OC(=O)N1CCOCC1	-3.0%	0.0%	-0.1%	-10.2%	-10.6%	-10.5%	-1.8%	3.2%	0.1%
CCn1c(CC(=O)Nc2ccccc2F)nnc1SCC(=O)NC1CCCCC1	0.2%	-0.5%	?	-3.3%	-2.3%	-1.4%	0.7%	-10.8%	-3.6%
O=C(c1ccccc1)N1CCN(c2ccc([N+](=O)[O-])c(N3CCOCC3)c2)CC1	27.3%	-0.5%	0.1%	-9.1%	-17.7%	-2.3%	-2.0%	-3.0%	-14.9%
CCCC[C@@H]1CNC(=S)N1CCCC	-18.0%	-0.4%	0.3%	4.0%	-31.2%	3.0%	0.9%	-1.2%	1.4%
NS(=O)(=O)c1ccc(NC(=O)CSc2ccccn2)cc1	-27.0%	-0.3%	0.3%	-4.6%	-4.6%	0.8%	-1.2%	15.7%	7.0%
CC1CN(C(=O)C(C)Sc2nc3ccccc3s2)CC(C)O1 (stereo unspecified)	18.5%	0.2%	-0.1%	-3.1%	8.6%	-3.6%	3.4%	8.3%	12.7%
O=C(O)C1=C[C@H](c2cccs2)C[C@H](OCc2ccc(CO)cc2)O1	18.6%	-0.2%	0.7%	1.6%	-4.1%	1.6%	0.7%	3.7%	2.9%
Cc1nn(Cc2ccccc2Cl)c(C)c1C(=O)NCc1ccco1	11.3%	0.4%	0.0%	-1.2%	-10.1%	-5.4%	-1.0%	4.3%	1.7%
O=C(COC(=O)c1cc(Cl)ccc1Cl)NC1CCCC1	34.3%	0.0%	-0.2%	-8.3%	-9.1%	-0.2%	-1.1%	15.4%	8.1%
CCCN(CCC)c1ncnc2c1cnn2-c1ccc(OC)cc1	15.1%	1.1%	0.0%	-5.2%	-46.4%	-0.8%	-1.9%	1.6%	2.8%
Cc1cc(OCCCCN2C(=O)NC(C)(C)C2=O)cc(C)c1Cl	-44.8%	1.3%	0.3%	-1.4%	0.9%	5.9%	0.2%	5.2%	-3.3%	Dengue-2 NS5 capping pilot replicate=-2.4
Cc1nc2c(cnn2-c2ccc(Cl)cc2)c(=O)n1-c1ccc(N2CCC(C)CC2)cc1	13.4%	nt	-0.1%	nt	37.2%	-1.6%	1.1%	11.7%	-1.3%
CNC(=O)c1[nH]cnc1C(=O)NCC(=O)OCc1ccccc1	-16.2%[20 µM]	-0.8%	0.4%	-3.2%	-17.4%	-3.4%	0.9%	10.2%	-1.5%
CN(O)/C=C1\C(=O)Nc2ccccc21	11.3%	1.0%	0.2%	-7.1%	-16.0%	4.3%	-2.1%	-15.0%	5.6%
Cc1cc(C)n(CC(O)COCc2ccccc2)n1 (stereo unspecified)	18.5%	-0.5%	-0.2%	-4.8%	0.5%	-1.4%	-1.2%	9.1%	12.5%
O=C1CC(C(=O)Nc2ccc(Br)cc2)S/C(=N\N=C\c2ccco2)N1 (stereo unspecified)	11.6%	0.0%	-0.1%	0.0%	-6.0%	0.7%	1.0%	7.8%	-18.0%
CCC1(CC)C(=O)NC(=O)NC1=NCCc1ccc(O)cc1	16.2%	0.4%	-0.1%	1.6%	9.1%	-4.0%	-2.0%	-3.8%	27.7%
Cc1cccc(N2C(=O)C3CCC(c4ccccc4)CC3C2=O)c1 (stereo unspecified)	-52.1%	-0.3%	0.4%	-8.0%	-28.0%	5.5%	0.1%	5.4%	4.8%
COc1ccc(NC(=O)c2cnn3c(C(F)(F)F)cc(-c4ccco4)nc23)cc1OC	2.2%	0.3%	-0.1%	-2.1%	-21.6%	-6.5%	2.4%	31.7%	-0.3%

Not all compounds are listed; count on the stated rates, not on these rows.
